RGS12 GoLoco inh – blocks human Gai1 binding to RGS12 GoLoco peptide, red readout. P63096. Gai1:RGS12 GoLoco peptide FP, rhodamine, 10 min. Potency, µM (top dose mostly 61.6 µM), without a hit: at the highest dose activity, negative = inhibition, most hits filed as inhibitors. 0.44% of 230,000 active; active means well fitted inhibition curve with a large enough effect, not every such curve was filed as active; inactive means no such curve, though single readings can be large or run the other way; further: nearly all actives have a fitted effect of over 30% in size; many of its hits are not listed in these tables
Target sequence (P63096 whole entry, looked up): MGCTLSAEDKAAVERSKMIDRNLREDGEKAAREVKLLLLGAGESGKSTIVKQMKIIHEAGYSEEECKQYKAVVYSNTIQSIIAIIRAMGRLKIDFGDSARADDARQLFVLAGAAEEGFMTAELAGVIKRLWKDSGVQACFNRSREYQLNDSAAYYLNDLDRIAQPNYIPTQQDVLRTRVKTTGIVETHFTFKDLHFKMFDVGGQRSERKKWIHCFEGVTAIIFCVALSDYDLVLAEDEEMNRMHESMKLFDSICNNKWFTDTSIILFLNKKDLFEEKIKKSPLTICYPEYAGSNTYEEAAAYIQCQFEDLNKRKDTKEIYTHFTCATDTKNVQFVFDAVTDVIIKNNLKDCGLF
RECQ1 helicase – blocks DNA unwinding by human RECQ1; Potency, µM (top dose mostly 57.3 µM), inactives show at the highest dose activity, negative = inhibition, hits mostly inhibitors; 0.54% of 240,000 active; RECQ1 DNA unwinding, red fluorescence kinetic read; active means well fitted inhibition curve with a large enough effect; inconclusive means small, poorly fitted or top-dose-only effect;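 further: plate controls were vehicle for no effect and no enzyme for full effect; nearly all actives have a fitted effect of over 30% in size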
Target sequence (P46063 whole entry, looked up): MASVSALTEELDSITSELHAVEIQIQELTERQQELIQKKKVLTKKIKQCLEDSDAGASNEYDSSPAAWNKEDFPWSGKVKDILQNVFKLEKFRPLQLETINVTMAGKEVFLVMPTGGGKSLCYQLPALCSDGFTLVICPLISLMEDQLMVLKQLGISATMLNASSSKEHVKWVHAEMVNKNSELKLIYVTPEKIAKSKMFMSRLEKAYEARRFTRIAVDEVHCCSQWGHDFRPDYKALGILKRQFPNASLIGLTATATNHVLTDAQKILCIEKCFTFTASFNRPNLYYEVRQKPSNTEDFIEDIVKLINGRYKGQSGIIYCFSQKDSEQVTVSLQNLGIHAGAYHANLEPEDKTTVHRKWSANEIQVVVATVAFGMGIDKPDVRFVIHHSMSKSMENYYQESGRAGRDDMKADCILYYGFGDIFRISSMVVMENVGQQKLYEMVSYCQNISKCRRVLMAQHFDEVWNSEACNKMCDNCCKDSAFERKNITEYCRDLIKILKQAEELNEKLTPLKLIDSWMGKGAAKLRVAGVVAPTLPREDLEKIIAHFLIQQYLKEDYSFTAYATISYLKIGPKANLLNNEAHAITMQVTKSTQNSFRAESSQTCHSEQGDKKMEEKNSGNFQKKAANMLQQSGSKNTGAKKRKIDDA
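50 nM RECQ1T1 preincubated 15 min with compound in Tris pH 8.0 buffer with MgCl2, DTT, Tween-20 and 2.5 ug/ml poly(dI-dC); started with 200 nM TAMRA/BHQ-2 forked duplex and 2 mM ATP. Unwinding read as fluorescence (525/598 nm), two reads 2 h apart.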
Active calls of the source: *; i = inactive; ? = inconclusive; [ ] = remark or other dose. Unless noted, on the % scale 0 is the no-effect control and ±100 the full control effect; potency means the concentration at half of the fitted maximal effect. An excerpt (hit frequency here may not be typical).

RGS12 GoLoco inh | RECQ1 helicase | canonical_smiles
-6% | 15% | COCCn1c(=O)c(-c2cc(F)cc(F)c2)nc2cnc(N3CCOCC3)nc21
5% | -9% | O=c1cnc2cnc(Oc3ccccc3)nc2n1CCc1ccccc1
28% | -16% | Cc1noc(C)c1C(=O)N1CCC2(CCCN(c3ccccc3)C2)CC1
13% | 5% | CCNc1ncc2nc(-c3ccc(Cl)cc3)c(=O)n(Cc3cccs3)c2n1
6% | -4% | COCCn1c(=O)cnc2cnc(Oc3ccccc3)nc21
22% | -2% | O=c1c(-c2ccccc2)nc2cncnc2n1-c1ccccc1
-10% | -4% | CC(=O)N1CCC[C@@]2(CCN(Cc3nccs3)C2)C1
-27% | 3% | CS(=O)(=O)N1CCC2(CC1)CN(C(=O)Nc1cccc(C#N)c1)C2
3% | -2% | CN(C)C(=O)c1ccc(-c2cncnc2NCCc2cnc[nH]2)cc1
-3% | -5% | CN(C)c1ncc2nc(-c3cccc(C#N)c3)c(=O)n(CCC#N)c2n1
6% | i | COc1cccc(-c2ccc3ncnc(N4CCNCC4)c3c2)c1
4% | -17% | COC(=O)N1CCC2(CC1)CN(C(c1ccccc1)c1ccccc1)C2
5% | i | O=C(c1cnccn1)N1CCC2(CC1)CN(Cc1cc(C(F)(F)F)cc(C(F)(F)F)c1)C2
1% | i | Cc1cnc(CNc2ccnc(-c3cccc(NS(C)(=O)=O)c3)n2)cn1
33%[activator] | -5% | Cc1nc2cnc(N3CCNCC3)nc2n(CCc2ccccc2)c1=O
6% | -3% | O=C(c1cnccn1)N1CCC[C@@]2(CCN(C(c3ccccc3)c3ccccc3)C2)C1
12% | -15% | N#Cc1ccc(CN2CCCC3(CCN(C(=O)c4cccc(F)c4)CC3)C2)cc1
8% | -10% | CC(C)NC(=O)N1CCC2(CC1)CCN(C(=O)c1cccn1C)CC2
-4% | -3% | COc1ccc(-c2nc3cnc(N4CCNCC4)nc3n(CCC#N)c2=O)cc1
10% | ? | CN(C)c1ccc(-c2nc(NCCc3cnc[nH]3)c3ccccc3n2)cc1
5% | i | COc1ncc2ncc(=O)n(C)c2n1
1% | i | COc1ccccc1CN1CC2(CCN(S(=O)(=O)c3ccccc3)CC2)C1
15% | -2% | COc1ccc(NC(=O)N2CC[C@@]3(CCCN(C(=O)c4ccncc4)C3)C2)cc1
1% | i | COc1ccc2[nH]cc(CCNc3ccnc(-c4ccc(N(C)C)cc4)n3)c2c1
-11% | -9% | N#Cc1cccc(NC(=O)N2CC[C@@]3(CCCN(C(=O)c4cnccn4)C3)C2)c1
-4% | -6% | O=C(c1cnccn1)N1CCC2(CC1)CCN(C(c1ccccc1)c1ccccc1)CC2
0% | -3% | CN(Cc1ccco1)c1ncncc1-c1cccc(NS(C)(=O)=O)c1
0% | -1% | COc1ncc2nc(-c3cccs3)c(=O)n(Cc3cccs3)c2n1
10% | 0% | COc1ccc(CNc2ncnc3ccc(-c4ccc(C(=O)N(C)C)cc4)cc23)c(OC)c1
4% | -5% | N#Cc1cccc(NC(=O)N2CCCC3(CCN(C(=O)c4cc(C(F)(F)F)cc(C(F)(F)F)c4)CC3)C2)c1
-8% | -14% | Cc1noc(C)c1-c1nccc(NCc2cccs2)n1
139%[activator] | -4% | Cc1nc2cncnc2n(Cc2ccccc2Cl)c1=O
52%[activator] | -5% | CC(C)CN1CC[C@@]2(CCCN(C(=O)c3ccco3)C2)C1
-15% | -9% | N#Cc1cccc(NC(=O)N2CCCC3(CCN(C(=O)c4ccco4)CC3)C2)c1
11% | -9% | CC(=O)N1CCC[C@@]2(CCN(c3ncccn3)C2)C1
12% | 13% | COc1ccccc1-c1ccc2ncnc(NCc3cnc(C)cn3)c2c1
11% | -8% | Cc1cnc(CNc2nc(-c3ccoc3)nc3ccccc23)cn1
2% | i | CN(C)c1ncc2ncc(=O)n(C3CC3)c2n1
-15% | -1% | CC(=O)N1CCC2(CC1)CN(c1ccccc1)C2
-6% | -18% | COc1cccc(-c2cc(NCc3cccc(C)c3)ncn2)c1
15% | -9% | O=C(Oc1ccccc1)N1CCC[C@@]2(CCN(c3ccccc3)C2)C1
0% | i | Cn1c(=O)cnc2cnc(Oc3ccccc3)nc21
6% | -2% | Cc1ccccc1-c1cncnc1N1CCN(C)CC1
-8% | -3% | COc1ccccc1-c1cncnc1Nc1ccccc1
3% | -6% | Cc1noc(C)c1-c1cncnc1NCc1ccccc1
-10% | -9% | CCNc1ncc2nc(-c3ccccc3)c(=O)n(CCOC)c2n1
-11% | -23% | Cn1c(=O)c(CCc2ccccc2)nc2cnc(Nc3ccccc3)nc21
5% | i | Cc1noc(C)c1C(=O)N1CCC[C@@]2(CCN(C(c3ccccc3)c3ccccc3)C2)C1
-5% | -3% | O=C(c1ccco1)N1CCC2(CC1)CCN(c1ccc(-c3ccccc3)cc1)CC2
-19% | -4% | CN1CCN(c2ncncc2-c2ccoc2)CC1

Further entries
RGS12 GoLoco inh | RECQ1 helicase | canonical_smiles
1% | i | COc1ncc2nc(-c3ccc(F)cc3)c(=O)n(CCC#N)c2n1
-12% | 1% | CS(=O)(=O)Nc1cccc(-c2ccc3ncnc(NCCN4CCOCC4)c3c2)c1
-1% | -4% | COc1ccccc1CCn1c(=O)c(-c2cccc(Cl)c2)nc2cncnc21
9% | i | COc1ccc(CNc2ccnc(-c3ccccc3CN(C)C)n2)c(OC)c1
-2% | -11% | O=C(c1csnn1)N1CCC[C@@]2(CCN(c3ccccc3)C2)C1
2% | i | c1cn(-c2ncnc3ccc(-c4ccoc4)cc23)cn1
7% | -11% | COCCn1c(=O)c(-c2ccc(Cl)cc2)nc2cnc(OC)nc21
-5% | -1% | COc1ccccc1CNc1ncnc2ccc(-c3cccc(NS(C)(=O)=O)c3)cc12
16% | i | CC(=O)NCCNc1nc(-c2cccc(C#N)c2)nc2ccccc12
-4% | i | CN1CCN(c2ncc3nc(-c4ccc(Cl)cc4)c(=O)n(C)c3n2)CC1
11% | i | Cc1nc2cnc(Nc3ccccc3)nc2n(CCc2ccccc2)c1=O
9% | -2% | O=C(c1csnn1)N1CCC2(CC1)CN(c1ccncc1)C2
4% | -4% | COc1ccc(NC(=O)N2CCC3(CC2)CCN(C(=O)c2cccn2C)CC3)cc1
6% | i | O=c1c(-c2ccc(F)cc2)nc2cnc(N3CCNCC3)nc2n1C1CC1
-9% | -2% | Cn1c(=O)c(CCc2ccccc2)nc2cnc(OCc3ccccc3)nc21
0% | -1% | Cn1c(=O)c(-c2ccccc2)nc2cnc(N3CCOCC3)nc21
27% | -10% | CCNc1ncc2nc(-c3cccs3)c(=O)n(CCC#N)c2n1
-4% | i | Cc1nc2cnc(N3CCNCC3)nc2n(C2CC2)c1=O
1% | -3% | COc1ccc(C(=O)N2CCC[C@@]3(CCN(C(=O)Nc4cccc(F)c4)C3)C2)cc1
6% | -5% | O=S(=O)(c1ccccc1)N1CCC2(CCCN(Cc3ccccc3)C2)CC1
4% | -6% | N#Cc1cccc(-c2cncnc2NCc2cccnc2)c1
58%[activator] | -9% | COc1cccc(Nc2ncc3nc(CCc4ccccc4)c(=O)n(C[C@H]4CCCO4)c3n2)c1
13% | i | COc1ccc(Oc2ncc3nc(-c4cccs4)c(=O)n(-c4ccccc4)c3n2)cc1
3% | -4% | COc1ccc(-c2nc3cnc(Nc4cccc(OC)c4)nc3n(Cc3cccs3)c2=O)cc1
4% | 0% | CC(=O)N1CCC2(CC1)CN(Cc1cc(C(F)(F)F)cc(C(F)(F)F)c1)C2

22 neighbouring entries from above, quoted:
RGS12 GoLoco inh | RECQ1 helicase | canonical_smiles
1% | i | COc1ncc2nc(-c3ccc(F)cc3)c(=O)n(CCC#N)c2n1
-12% | 1% | CS(=O)(=O)Nc1cccc(-c2ccc3ncnc(NCCN4CCOCC4)c3c2)c1
-1% | -4% | COc1ccccc1CCn1c(=O)c(-c2cccc(Cl)c2)nc2cncnc21
9% | i | COc1ccc(CNc2ccnc(-c3ccccc3CN(C)C)n2)c(OC)c1
-2% | -11% | O=C(c1csnn1)N1CCC[C@@]2(CCN(c3ccccc3)C2)C1
2% | i | c1cn(-c2ncnc3ccc(-c4ccoc4)cc23)cn1
7% | -11% | COCCn1c(=O)c(-c2ccc(Cl)cc2)nc2cnc(OC)nc21
-5% | -1% | COc1ccccc1CNc1ncnc2ccc(-c3cccc(NS(C)(=O)=O)c3)cc12
16% | i | CC(=O)NCCNc1nc(-c2cccc(C#N)c2)nc2ccccc12
-4% | i | CN1CCN(c2ncc3nc(-c4ccc(Cl)cc4)c(=O)n(C)c3n2)CC1
11% | i | Cc1nc2cnc(Nc3ccccc3)nc2n(CCc2ccccc2)c1=O
9% | -2% | O=C(c1csnn1)N1CCC2(CC1)CN(c1ccncc1)C2
4% | -4% | COc1ccc(NC(=O)N2CCC3(CC2)CCN(C(=O)c2cccn2C)CC3)cc1
6% | i | O=c1c(-c2ccc(F)cc2)nc2cnc(N3CCNCC3)nc2n1C1CC1
-9% | -2% | Cn1c(=O)c(CCc2ccccc2)nc2cnc(OCc3ccccc3)nc21
0% | -1% | Cn1c(=O)c(-c2ccccc2)nc2cnc(N3CCOCC3)nc21
27% | -10% | CCNc1ncc2nc(-c3cccs3)c(=O)n(CCC#N)c2n1
-4% | i | Cc1nc2cnc(N3CCNCC3)nc2n(C2CC2)c1=O
1% | -3% | COc1ccc(C(=O)N2CCC[C@@]3(CCN(C(=O)Nc4cccc(F)c4)C3)C2)cc1
6% | -5% | O=S(=O)(c1ccccc1)N1CCC2(CCCN(Cc3ccccc3)C2)CC1
4% | -6% | N#Cc1cccc(-c2cncnc2NCc2cccnc2)c1
58%[activator] | -9% | COc1cccc(Nc2ncc3nc(CCc4ccccc4)c(=O)n(C[C@H]4CCCO4)c3n2)c1

More structures follow.
RGS12 GoLoco inh | RECQ1 helicase | canonical_smiles
25% | -14% | COc1ccccc1CNc1ncnc2ccc(-c3ccoc3)cc12
9% | -6% | COc1cccc(-c2cncnc2NCCN2CCOCC2)c1
69%[activator] | i | O=c1c(-c2cccc(Cl)c2)nc2cncnc2n1-c1ccccc1
-3% | -4% | COCCNc1cc(-c2c(C)noc2C)ncn1
-3% | i | N#CCCn1c(=O)c(-c2cccs2)nc2cnc(OCc3ccccc3)nc21
-25% | -16% | Cc1cnc(CNc2ncncc2-c2ccc(N(C)C)cc2)cn1
17% | -17% | O=C(c1csnn1)N1CCC[C@@]2(CCN(c3cccc(-c4ccccc4)c3)C2)C1
68%[activator] | -24% | O=c1c(-c2cccs2)nc2cnc(N3CCNCC3)nc2n1Cc1cccs1
14% | 0% | CN(C)C(=O)c1ccc(-c2ccc3ncnc(Nc4ccccc4)c3c2)cc1
39%[activator] | -9% | CN(C)c1ccc(-c2nc(-n3ccnc3)c3ccccc3n2)cc1
5% | -11% | COc1ccc(-c2nc3cnc(N4CCOCC4)nc3n(CCc3ccccc3)c2=O)cc1
-12% | -12% | COc1ccc(-n2c(=O)c(-c3cc(F)cc(F)c3)nc3cnc(N4CCOCC4)nc32)cc1
4% | -4% | CN(C)Cc1ccccc1-c1nc(NCc2cccs2)c2ccccc2n1
-1% | 0% | COc1ccc(-n2c(=O)c(-c3cc(F)cc(F)c3)nc3cnc(N(C)C)nc32)cc1
2% | i | CC(C)CN1CCC2(CC1)CCN(C(=O)c1ccncc1)CC2
-11% | -4% | Cc1cnc(CNc2ccnc(-c3cccc(C#N)c3)n2)cn1
-26% | -5% | CN(C)c1ccc(-c2cncnc2Nc2ccc(F)cc2)cc1
-3% | -6% | O=S(=O)(c1ccccc1)N1CCC2(CCCN(c3ncccn3)C2)CC1
9% | -2% | COCCNc1ncnc2ccc(-c3ccc(C(=O)N(C)C)cc3)cc12
2% | 0% | COc1ccc(NC(=O)N2CCCC3(CCN(C(=O)c4ccncc4)CC3)C2)cc1
6% | -7% | CN1CCN(c2ncc3ncc(=O)n(Cc4cccs4)c3n2)CC1
5% | -1% | COc1ccccc1CN1CC[C@@]2(CCCN(C(=O)c3cccc(F)c3)C2)C1
5% | i | COc1ccc(NC(=O)N2CCC3(CC2)CCN(C(=O)c2cccc(F)c2)CC3)cc1
8% | -4% | CC(C)NC(=O)N1CCC2(CC1)CCN(C(=O)c1cnccn1)CC2
3% | i | COc1ccc2[nH]cc(CCNc3cc(-c4cccnc4)ncn3)c2c1

2 records picked at random from the list so far, as already listed:
RGS12 GoLoco inh | RECQ1 helicase | canonical_smiles
-12% | -12% | COc1ccc(-n2c(=O)c(-c3cc(F)cc(F)c3)nc3cnc(N4CCOCC4)nc32)cc1
-25% | -16% | Cc1cnc(CNc2ncncc2-c2ccc(N(C)C)cc2)cn1

Going on with the list.
RGS12 GoLoco inh | RECQ1 helicase | canonical_smiles
7% | -11% | O=C(c1csnn1)N1CCC2(CCCN(c3ccccn3)C2)CC1
10% | -2% | CN(C)Cc1ccccc1-c1nccc(N(C)Cc2ccco2)n1
11% | i | CNc1nc(-c2ccc(C(=O)N(C)C)cc2)nc2ccccc12
1% | i | O=c1c(-c2ccccc2)nc2cnc(N3CCOCC3)nc2n1C[C@H]1CCCO1
